Source: PubChem BioAssay (National Center for Advancing Translational Sciences (NCATS))
PI4K2A block – qHTS for small molecular inhibitors of PI4K2A; Phosphatidylinositol 4-kinase type 2-alpha (Homo sapiens), Q9BTU6; purified PI4K2A, ADP-Glo luminescence, 1 h; stronger effect = lower value; activity change, negative = inhibition, % at 76.9 µM; 420,000 tested, 0.13% active; AID 1346378, 2018; in the data active = activity change below about -50%; inconclusive = mostly about -30% to -49%;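 note: -100% = wells without enzyme as full effect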
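PI4K2A activity was measured by ADP-Glo luminescence: enzyme (4 ug/mL stock) and phosphatidylinositol (1.2 mM stock) in Tris pH 7.5/MgCl2/EGTA/Triton X-100 buffer were reacted with ATP (300 microM stock) for one hour at ambient temperature.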
GLS inhibitor – qHTS for Inhibitors of Glutaminase (GLS) | Glutaminase kidney isoform, mitochondrial (Homo sapiens), O94925 | GLS enzymatic activity, qHTS titration | Potency, µM (top dose mostly 45.5 µM), for the others: at the top dose activity change, negative = inhibition, actives largely listed as inhibitors | 410,000 tested, 0.21% active | AID 624170, 2012; note: potency is the fitted concentration of half-maximal effect; % is set by controls: 0 for no effect and ±100 for the full control effect
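Read-out is an Amplex red fluorescence increase coupled through glutamate oxidase and HRP, measured before and after 30 min room-temperature incubation. hKGA is in 45 mM KH2PO4 (pH 8.2) with 0.02% Tween-20; glutamine added as 1mM solution.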
HP1b binding inh – HTS for Inhibitors of HP1-beta Chromodomain Interactions with Methylated Histone Tails; Chromobox protein homolog 1 (Homo sapiens), P83916; AlphaScreen HP1-beta / biotin-H3K9me3 peptide binding; Potency, µM (doses to about 114 µM), for the others: at the top dose activity change, negative = inhibition, usual class: inhibitors; 390,000 tested, 0.56% active; AID 540317, 2011; note: potency is the fitted concentration of half-maximal effect; nearly all actives have a fitted effect of over 70% in size; inactives centre near 23
Target sequence (P83916 whole entry, looked up): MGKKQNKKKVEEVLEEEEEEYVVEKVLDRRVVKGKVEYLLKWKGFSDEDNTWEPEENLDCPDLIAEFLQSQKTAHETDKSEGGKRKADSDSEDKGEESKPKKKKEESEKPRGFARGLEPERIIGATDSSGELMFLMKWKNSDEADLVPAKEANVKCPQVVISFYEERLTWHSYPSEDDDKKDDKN
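Compound inhibition of the preformed complex between 50 nM HP1-beta and 50 nM biotinylated H3K9me3 peptide was read by AlphaScreen. Buffer was PBS pH 7.4 with 0.01% Tween-20. Incubations ran 30 min at room temperature, with 10 ug/mL donor/acceptor beads.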
G9a inh – qHTS Assay for Inhibitors of Histone Lysine Methyltransferase G9a. 350,000 tested, 8.8% active. Potency, µM (top dose mostly 102 µM), for inactives: at the top dose activity, negative = inhibition, actives largely listed as inhibitors. AID 504332, 2011. G9a H3K9 monomethylation, AlphaScreen, 2 h; note: potency is the fitted concentration of half-maximal effect; % is set by controls: 0 for no effect and ±100 for the full control effect; nearly all actives have a fitted effect of over 75% in size
Target sequence (Q96KQ7 913-1193 limits assumed): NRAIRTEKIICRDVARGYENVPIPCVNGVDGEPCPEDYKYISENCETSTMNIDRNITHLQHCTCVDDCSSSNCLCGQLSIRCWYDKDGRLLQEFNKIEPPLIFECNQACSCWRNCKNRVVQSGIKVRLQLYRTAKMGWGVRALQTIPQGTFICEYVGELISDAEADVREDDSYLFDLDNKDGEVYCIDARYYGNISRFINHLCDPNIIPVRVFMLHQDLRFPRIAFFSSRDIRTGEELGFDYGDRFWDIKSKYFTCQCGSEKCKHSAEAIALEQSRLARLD
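Compounds were preincubated with 20 nM G9a for 15 min, after which biotinylated H3K9 peptide (500 nM) and SAM (20 uM) started a 2 h room-temperature reaction. Monomethylated product was quantified by antibody-based AlphaScreen chemiluminescence.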
JMJD2A Tudor – qHTS Assay for Inhibitors of JMJD2A-Tudor Domain | Potency, µM (top dose mostly 114 µM), for the others: at the highest dose activity change, negative = inhibition, actives largely listed as inhibitors | AlphaScreen JMJD2A-Tudor / H3K4me3 peptide binding | 390,000 tested, 4.4% active | Lysine-specific demethylase 4A (Homo sapiens), O75164; note: potency is the fitted concentration of half-maximal effect; % is set by controls: 0 for no effect and ±100 for the full control effect; nearly all actives have a fitted effect of over 50% in size
PGK inhibitor – qHTS Assay to Find Inhibitors of Phosphoglycerate Kinase; Phosphoglycerate kinase, glycosomal (Trypanosoma brucei brucei), P07378; PGK/GAPDH coupled, Kinase-Glo luminescence, 60 min; Potency, µM (top dose mostly 57.5 µM), for the others: top-dose activity change, negative = inhibition, actives largely listed as inhibitors; 380,000 tested, 0.043% active; note: potency is the fitted concentration of half-maximal effect; % is set by controls: 0 for no effect and ±100 for the full control effect; nearly all actives have a fitted effect of over 60% in size
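Recombinant glycosomal PGK reaction used 1,3-bisphosphoglycerate generated in-well by GAPDH (100nM final) in 100mM TEA pH 7.6, 5mM MgCl2, 0.01% Tween-20. After 60 minutes at room temperature, ATP was read by Kinase-Glo Plus luminescence end-point.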
Pin1 inh – qHTS Assay to Find Inhibitors of Pin1; Pin1 FP peptide displacement, HiFluor488, 10 min; Potency, µM (top dose mostly 115 µM), inactives show top-dose activity, negative = inhibition, most hits filed as inhibitors; 390,000 tested, 0.009% active; active = well fitted inhibition curve with a large enough effect in the polarisation, with a control signal flat, not every such curve was filed as active; inconclusive = small, poorly fitted or top-dose-only effect, or effect the other way, or a change in a side signal; inactive = no such curve, though single readings can be large or run the other way; the % refers to the polarisation; note: potency is the fitted concentration of half-maximal effect; % is set by controls: 0 for no effect and ±100 for the full control effect
Target sequence (Q13526 whole entry, looked up): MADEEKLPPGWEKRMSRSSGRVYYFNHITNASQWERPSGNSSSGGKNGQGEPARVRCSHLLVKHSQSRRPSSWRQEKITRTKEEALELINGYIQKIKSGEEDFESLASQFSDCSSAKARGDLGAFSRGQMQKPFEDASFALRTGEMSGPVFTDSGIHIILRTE
BAZ2B inh – qHTS Assay for Inhibitors of BAZ2B | Bromodomain adjacent to zinc finger domain protein 2B (Homo sapiens), Q9UIF8 | AlphaScreen BAZ2B-H3K14Ac peptide displacement | Potency, µM (highest dose often 114 µM), for inactives: at the highest dose activity change, negative = inhibition, most hits filed as inhibitors | 360,000 tested, 4.4% active; note: potency is the fitted concentration of half-maximal effect; % is set by controls: 0 for no effect and ±100 for the full control effect; nearly all actives have a fitted effect of over 60% in size
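Inhibition is scored as reduced AlphaScreen emission. The BAZ2B/b-H3(5-23)K14Ac complex (50 nM each) in PBS pH 7.4, 0.01% Tween-20 meets compound (up to 110 uM) for 30 min at RT before bead addition.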
ERG-DNA inh – qHTS for Small Molecule Inhibitors of the ERG Ets/DNA interaction; 370,000 tested, 0.028% active; fluorescence polarization, His-ERG Ets domain / labelled DNA; Transcriptional regulator ERG (Homo sapiens), P11308; AID 624246, 2012; Potency, µM (top dose mostly 76.9 µM), for inactives: at the top dose FP activity, negative = inhibition, most hits filed as inhibitors; active = well fitted inhibition curve with a large enough effect in the polarisation, with a control signal flat; inconclusive = small, poorly fitted or top-dose-only effect, or effect the other way, or a change in a side signal; inactive = no such curve, though single readings can be large or run the other way; the % refers to the polarisation;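 note: polarization taken with two DNA probes labelled with fluorescein and Texas red; potency is the fitted concentration of half-maximal effect; % of control where 0% means no effect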
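His-tagged ERG Ets domain (1 uM in the protein solution; 300mM KCl, 50mM Tris-HCl, 1mM EDTA, 1mM DTT, pH 7.5) received compound, then a probe mix of 5 nM fluorescein-DNA and 100nM Texas-615-DNA. Fluorescence polarization was read for both dyes.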
The depositor's hits bear a star; i = inactive; ? = inconclusive; . = not tested or not shown; [ ] = another dose, or the depositor's remark. Unless noted, calls come from the whole dose curve; as a rule, active = well fitted curve in the direction sought with a large enough effect; inconclusive = small, poorly fitted or top-dose-only effect, or another doubt; inactive = no such curve, though single readings can be large; an effect the other way counts as inactive or inconclusive.

SMILES | PI4K2A block | GLS inhibitor | HP1b binding inh | G9a inh | JMJD2A Tudor | PGK inhibitor | Pin1 inh | BAZ2B inh | ERG-DNA inh
CC(C)c1nn2c(=O)cc(COC(=O)c3ccccc3NC(=O)c3cccc(Cl)c3)nc2s1 | 1 | -6% | 27% | 14%[59 µM] | 5% | 9% | -7% | -2% | 0%
O=C(CSc1ncnc2sc3c(c12)CCCC3)NC1CCS(=O)(=O)C1 (stereo not drawn) | 1 | 6% | 14% | . | -23% | i | 13% | . | 4%
O=[N+]([O-])c1ccc(Cc2nnc(-c3ccc(F)cc3)o2)cc1 | 2 | 4% | 1%[57 µM] | 15%[59 µM] | -16% | 0% | 0% | ? | 5%
Oc1ccc(Br)cc1/C=N/N1CCN(Cc2ccccc2)CC1 | 3 | 12% | -20% | 12%[0.501 µM] | ? | i | -9% | ? | 2%
Cc1nc(N2CCN(c3ccccn3)CC2)c2c(C)c(C(=O)N3CCN(c4ccccc4F)CC3)sc2n1 | -13 | 0% | -16% | -10% | -29% | 5% | 8% | ? | -5%
CCc1cn(S(=O)(=O)c2ccccc2OC)nc1N | 6 | 23% | 25% | 22% | -19% | 1% | 0% | 1% | 7%
Cc1ccc(-c2ccnc3c(Br)c(C)nn23)cc1 | -1 | -3% | 105%[activator] | 270%[activator] | 188%[activator] | . | 0% | 108%[activator] | 1%
O=C(C[n+]1ccccc1)N/N=C/c1ccccc1C(F)(F)F | -2 | 5% | 34% | 4% | 9% | -3% | -7% | -5% | -7%
OCCNCCOCCOc1ccccc1-c1ccccc1 | 0 | -10% | ? | 8.9µM* | 3.2µM* | -4% | -3% | ? | 6%
O=C(NC1CCN(C(=O)c2cccc([N+](=O)[O-])c2)CC1)c1ccccc1 | 6 | -4% | -3% | 14%[0.501 µM] | -6% | 3% | 3% | 0% | 11%
CN(C(=O)COC(=O)c1cc2ccccc2cc1O)C1CCCCC1 | -6 | 4% | 49%[activator] | 3%[12.7 µM] | -7% | -10% | 1% | 12% | 7%
CCOc1ccccc1N(CC(=O)N1CCOCC1)S(=O)(=O)c1ccc(SC)cc1 | 2 | 0% | 24% | 6%[12.7 µM] | -20% | -6% | 6% | 6% | 1%
O=C(NCC1CCCO1)C(=O)N/N=C/c1ccccc1C(=O)O (stereo not drawn) | -1 | 4% | 8% | 14% | -16%[11.4 µM] | 2% | 3% | -34% | 4%
COC(=O)c1c(C)[nH]c(C(=O)OCC(=O)N2c3ccccc3NC(=O)C2(C)C)c1C | 0 | -4% | 51%[activator] | 22%[59 µM] | -12%[57.1 µM] | i | -15% | -10% | 1%
Cc1ccc(NC(=O)C2CCN(S(=O)(=O)c3c(C)noc3C)CC2)c(C)c1 | -7 | -8% | 26% | 10%[59 µM] | -3% | 1% | 8% | 2% | 3%
CCCCC(O)(CCCC)C(=O)NN(C(=O)OC)c1ccccc1 | -3 | -2% | 25% | 8% | -2% | -8% | -9% | 10% | -4%
O=C(N/N=C/c1cc(Cl)cc([N+](=O)[O-])c1O)NC12CC3CC(CC(C3)C1)C2 | -5 | 8.9µM* | ? | 10µM* | 50µM* | 11µM* | . | 8.9µM* | -6%
CCCCn1c(N)c(N(CC(C)C)C(=O)c2ccc(Cl)c(S(=O)(=O)N3CCCC3)c2)c(=O)[nH]c1=O | -6 | 6% | 0% | -25% | -9% | -10% | 8% | 7% | -5%
CCc1cc2c(cc3c(=O)n(CC(=O)NCCCN(CC)CC)nc(CC)n32)s1 | 5 | -3% | 8% | -61%[59 µM] | -18% | 4% | -1% | ? | -3%
O=C(Nc1ccc2c(c1)OCO2)c1ccc(CO)cc1 | -16 | -9% | 30% | 6%[12.7 µM] | -15% | -7% | -3% | 15% | 7%
Cc1cccc(C(=O)N2CCc3cc(CNS(=O)(=O)c4cccs4)ccc32)c1 | 0 | 3% | 21%[57 µM] | -5%[59 µM] | -6% | 0% | 10% | 1% | -2%
COCCn1c(SC(C)C(=O)NC2CC2)nnc1-c1cccc(C)c1 (stereo not drawn) | 1 | 0% | 46%[activator] | 28µM* | ? | -1% | 0% | -28% | 6%
CN1CCN(C(=O)c2ccc(S(=O)(=O)Nc3ccccc3)cc2)CC1 | 3 | 3% | 51%[activator] | 6%[12.7 µM] | 11% | 0% | -4% | -1% | -11%
O=C1N(C2CCCC2)C[C@@H]2C[C@@H](c3cn[nH]c3-c3ccc(Cl)cc3)N3CCC[C@@]123 | -2 | -4% | 16% | -25% | -10% | -8% | 5% | -12% | 14%
CC(C)(C)c1ccc(C2(C)NC(=O)N(CC(=O)Nc3ccc4c(c3)OCO4)C2=O)cc1 (stereo not drawn) | -4 | -15% | -11% | -8% | ? | 1% | 1% | -36% | 0%

Remaining list, next part.
SMILES | PI4K2A block | GLS inhibitor | HP1b binding inh | G9a inh | JMJD2A Tudor | PGK inhibitor | Pin1 inh | BAZ2B inh | ERG-DNA inh
Cc1ccc(C)c(S(=O)(=O)N2CCN(C(=O)Cn3c(C(F)(F)F)nc4ccccc43)CC2)c1 | -3 | 9% | 16% | -49%[59 µM] | -5% | 6% | -2% | 2% | 0%
COC(=O)c1ccc(OC(=O)/C=C/c2ccco2)cc1 | -13 | -4% | ? | ? | -28% | i | -9% | -18% | 6%
O=C(Nc1cc(C(F)(F)F)ccc1N1CCOCC1)c1ccc(Br)o1 | 4 | 0% | 41%[activator] | 10%[59 µM] | -14% | 3% | -9% | ? | -4%
COc1ccc(Cc2nnc(NC(=O)Cc3cccs3)s2)cc1 | -21 | ? | -93% | 40µM* | 28µM* | ? | ? | 45µM* | 3%
Nc1ccc2c(c1)C(=Cc1cccnc1)c1ccccc1-2 | 6 | -2% | ? | . | 35µM* | -10% | 5% | . | 6%
COC(=O)c1cc2sccc2n1CC(=O)Nc1cc(Cl)ccc1OC | 2 | 7% | 24% | -19%[59 µM] | 5% | 0% | 26% | 0% | -12%
Cc1cc2nc(N)sc2cc1C | -9 | 16% | 36% | -4%[59 µM] | -12% | -18% | -3% | 4% | 3%
COc1cc(NC(=O)C2CC2)c(OC)cc1NC(=O)c1ccco1 | 3 | 15% | -6% | -10% | -21% | -9% | 0% | -19% | 1%
Nc1nc(NCCCN2CCOCC2)nc(Nc2cccc(Cl)c2)c1[N+](=O)[O-] | 8 | 13% | -8% | . | ? | -7% | 5% | ? | 16%
COc1ccc(C(=O)Oc2ccc(Br)cc2C(=S)N2CCOCC2)cc1 | -5 | -1% | 70%[activator] | 56µM* | -31% | 4% | 1% | -24% | 7%
O=C(Nc1cccc(Cl)c1Cl)Nn1cnnc1 | 0 | -12% | 28% | . | -10% | 1% | 3% | -1% | -4%
Cc1ccc(OCCCOc2cccc3cccnc23)cc1C | 6 | -10% | 57%[activator] | 9%[12.7 µM] | 58%[activator] | -5% | -1% | 5% | -6%
COc1ccccc1/C=N/n1cnnc1 | 1 | 1% | 36% | ? | -6% | -7% | 3% | -2% | -2%
O=C1NC2(CCCCO2)CO1 (stereo not drawn) | 6 | -10% | 53%[activator] | . | 3% | i | -4% | 2% | 3%
CCOC(=O)c1c(N)sc(C(=O)N2CCCCC2)c1C | 9 | -8% | 18% | -12%[59 µM] | -10% | i | -2% | 11% | 7%
CCC(=O)Nc1ccccc1C(=O)OC(c1ccccc1)c1ccccc1 | -1 | -12% | 96%[activator] | 13%[59 µM] | 26% | i | 0% | 51%[activator] | -5%
Cc1cc(C)c(S(=O)(=O)Nc2ccc(N3CCOCC3)cc2)c(C)c1 | 0 | -1% | -12% | ? | -35% | 4% | ? | ? | -1%
COc1cccc(NC(=O)CN(C)C(=O)c2ccc(-c3cccc(C(F)(F)F)c3)o2)c1 | -1 | -10% | 39% | -24% | -15% | i | 0% | -6% | -16%

Part of the list above, set out differently.
Second line of a record – PI4K2A block | GLS inhibitor | HP1b binding inh | G9a inh | JMJD2A Tudor | PGK inhibitor | Pin1 inh | BAZ2B inh | ERG-DNA inh
COc1ccc(Cc2nnc(NC(=O)Cc3cccs3)s2)cc1
→ -21 | ? | -93% | 40µM* | 28µM* | ? | ? | 45µM* | 3%
Nc1ccc2c(c1)C(=Cc1cccnc1)c1ccccc1-2
→ 6 | -2% | ? | . | 35µM* | -10% | 5% | . | 6%
COC(=O)c1cc2sccc2n1CC(=O)Nc1cc(Cl)ccc1OC
→ 2 | 7% | 24% | -19%[59 µM] | 5% | 0% | 26% | 0% | -12%
Cc1cc2nc(N)sc2cc1C
→ -9 | 16% | 36% | -4%[59 µM] | -12% | -18% | -3% | 4% | 3%
